Screening data from PubChem BioAssay.
INS-1E ATP HTS: preserves ATP levels in cytokine-treated INS-1E cells. protection from cytokine-induced ATP loss, % at 10 µM. INS-1E cytokine-induced death, ATP luminescence, 48 h; normalised: neutral wells 0, positive control 100. AID 488910. 20,000 compounds, 0.1% hits;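 active means mean replicate protection from cytokine-induced ATP loss at least 50% and at least 75% of replicates each reaching 50%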
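Test system: INS-1E rat cells | Quantity: 8000 cells per well | Medium: Phenol-red-free RPMI with 5% fetal bovine serum | Reagent: Cytokine cocktail of IFN-γ, TNF-α and IL-1β | Doses: One compound concentration, pin transfer | Timing: 48 h co-treatment, 10 min post-lysis read | Technique: Luminescent ATP assay (CellTiter-Glo)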
T cruzi HTS: blocks T. cruzi growth inside host cells | intracellular Trypanosoma cruzi in host cells, plate reader | activity score (inhibition), % at 5.01 µM | 22,000 compounds, 4.9% hits | AID 651903; in the data active means activity score above about 55%;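 further: parasites and compound incubated about four days before reading; 0% = median of neutral control wells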
Active calls of the source: *; . = not tested or not shown. Rows are unselected. About 5.3% of those tested had a hit in this group.

SMILES	INS-1E ATP HTS	T cruzi HTS
COc1ccc(NC(=O)N(C)C[C@@H]2Oc3c(NC(=O)CCCCCC(=O)Nc4ccccc4N)cccc3C(=O)N([C@H](C)CO)C[C@H]2C)cc1	22	-38
C[C@@H]1CCCCO[C@H](CN(C)CC2CCCCC2)[C@@H](C)CN([C@H](C)CO)C(=O)c2cc(NC(=O)c3ccccc3)ccc2O1	-5	1
C[C@H]1CN([C@@H](C)CO)C(=O)c2cc(NC(=O)Cn3cnnn3)ccc2O[C@@H]1CN(C)C(=O)Nc1ccc2c(c1)OCO2	0	-6
CC(C)(C)OC(=O)NC/C=N/NC(=O)CCCCCCC(=O)Nc1ccccc1O	-6	16
C[C@H](CO)N1C[C@H](C)[C@H](CN(C)S(=O)(=O)c2ccccc2)Oc2ncc(C#CC(C)(C)O)cc2C1=O	.	-4
C[C@@H]1CN([C@H](C)CO)C(=O)Cc2cc(NC(=O)C3CCCCC3)ccc2O[C@@H]1CN(C)Cc1ccc(C(=O)Nc2ccccc2N)cc1	-13	54
C[C@H]1CN([C@@H](C)CO)C(=O)Cc2cc(NC(=O)C3CCCCC3)ccc2O[C@@H]1CN(C)Cc1ccccc1	-6	32
Cc1ccc(S(=O)(=O)N(C)C[C@@H]2Oc3c(NS(=O)(=O)c4cn(C)cn4)cccc3C(=O)N([C@@H](C)CO)C[C@@H]2C)cc1	5	-17
C[C@@H]1CN([C@@H](C)CO)C(=O)Cc2cc(NC(=O)Nc3ccc(F)cc3)ccc2O[C@@H]1CN(C)S(C)(=O)=O	0	-5
C[C@H]1CN([C@@H](C)CO)C(=O)c2cccc(NS(=O)(=O)c3ccc(F)cc3)c2O[C@H]1CN(C)S(=O)(=O)c1ccccc1	4	8

The last 6 entries of the part before are carried over, then new ones follow.
SMILES	INS-1E ATP HTS	T cruzi HTS
C[C@H](CO)N1C[C@H](C)[C@H](CN(C)S(=O)(=O)c2ccccc2)Oc2ncc(C#CC(C)(C)O)cc2C1=O	.	-4
C[C@@H]1CN([C@H](C)CO)C(=O)Cc2cc(NC(=O)C3CCCCC3)ccc2O[C@@H]1CN(C)Cc1ccc(C(=O)Nc2ccccc2N)cc1	-13	54
C[C@H]1CN([C@@H](C)CO)C(=O)Cc2cc(NC(=O)C3CCCCC3)ccc2O[C@@H]1CN(C)Cc1ccccc1	-6	32
Cc1ccc(S(=O)(=O)N(C)C[C@@H]2Oc3c(NS(=O)(=O)c4cn(C)cn4)cccc3C(=O)N([C@@H](C)CO)C[C@@H]2C)cc1	5	-17
C[C@@H]1CN([C@@H](C)CO)C(=O)Cc2cc(NC(=O)Nc3ccc(F)cc3)ccc2O[C@@H]1CN(C)S(C)(=O)=O	0	-5
C[C@H]1CN([C@@H](C)CO)C(=O)c2cccc(NS(=O)(=O)c3ccc(F)cc3)c2O[C@H]1CN(C)S(=O)(=O)c1ccccc1	4	8
C[C@H]1CN([C@@H](C)CO)C(=O)CCCn2nncc2CO[C@H]1CN(C)C	.	-13
CNC[C@@H]1Oc2ccc(NS(=O)(=O)c3ccc(F)cc3)cc2C(=O)N([C@@H](C)CO)C[C@H]1C	4	11
C[C@@H]1CCCCO[C@H](CN(C)S(=O)(=O)c2ccccc2)[C@@H](C)CN([C@H](C)CO)C(=O)c2cc(NC(=O)Nc3cccc4ccccc34)ccc2O1	-17	42
C[C@H](CO)N1C[C@H](C)[C@H](CN(C)C)Oc2ncc(-c3cccc(C(F)(F)F)c3)cc2C1=O	.	81*
C[C@@H]1CN([C@@H](C)CO)C(=O)c2cc(NC(=O)Nc3ccc(C(F)(F)F)cc3)ccc2O[C@H]1CN(C)Cc1ccc2c(c1)OCO2	-21	-2
CC(C)NC(=O)Nc1cccc2c1O[C@H](CN(C)S(=O)(=O)c1ccc(Cl)cc1)[C@@H](C)CN([C@H](C)CO)C2=O	0	12
C[C@H]1CN([C@@H](C)CO)C(=O)Cc2cc(NS(=O)(=O)c3ccc(F)cc3)ccc2O[C@@H]1CN(C)Cc1ccc2c(c1)OCO2	-3	45
COc1ccc(S(=O)(=O)N(C)C[C@H]2Oc3ccc(NS(=O)(=O)c4ccc(C)cc4)cc3C(=O)N([C@H](C)CO)C[C@H]2C)cc1	-1	11
C[C@@H]1CN([C@@H](C)CO)C(=O)Cc2cc(N(C)C)ccc2O[C@@H]1CN(C)Cc1ccc2c(c1)OCO2	-6	-14
C[C@@H]1CCCCO[C@@H](CN(C)Cc2ccc(Cl)c(Cl)c2)[C@@H](C)CN([C@H](C)CO)C(=O)c2cc(NC(=O)Nc3ccc4c(c3)OCO4)ccc2O1	-21	67*
C[C@@H]1CN([C@@H](C)CO)C(=O)c2cc(N(C)C)ccc2O[C@H]1CN(C)CC1CCCCC1	0	-9
C[C@@H]1CN([C@@H](C)CO)C(=O)c2cc(NC(=O)NC3CCCCC3)ccc2O[C@H]1CN(C)Cc1ccccc1	-5	-28
C[C@@H]1CN([C@@H](C)CO)C(=O)c2cc(NC(=O)Cc3ccccc3)ccc2O[C@@H]1CN(C)Cc1ccc2c(c1)OCO2	5	-25
C[C@H]1CN([C@@H](C)CO)C(=O)Cc2cc(NC(=O)Nc3ccccc3)ccc2O[C@H]1CN(C)S(=O)(=O)c1ccccc1	4	-12
COc1ccc(NC(=O)N(C)C[C@H]2Oc3ccc(NS(=O)(=O)c4ccc(C)cc4)cc3C(=O)N([C@H](C)CO)C[C@H]2C)cc1	9	1
COc1ccc(NC(=O)Nc2ccc3c(c2)CC(=O)N([C@@H](C)CO)C[C@H](C)[C@H](CN(C)C(=O)Nc2ccc4c(c2)OCO4)O3)cc1	1	-16
Cc1ccc(S(=O)(=O)Nc2ccc3c(c2)C(=O)N([C@@H](C)CO)C[C@@H](C)[C@@H](CN(C)S(=O)(=O)c2ccc(F)cc2)O3)cc1	8	8
Cc1noc(C)c1NC(=O)Nc1ccc2c(c1)C(=O)N([C@@H](C)CO)C[C@H](C)[C@@H](CN(C)CC1CCCCC1)O2	2	2
COc1ccc(NC(=O)N(C)C[C@@H]2Oc3ccc(NS(=O)(=O)c4ccc(C)cc4)cc3CC(=O)N([C@@H](C)CO)C[C@@H]2C)cc1	-11	-10
CC(C)NC(=O)Nc1ccc2c(c1)C(=O)N([C@@H](C)CO)C[C@H](C)[C@H](CN(C)S(=O)(=O)c1ccc(F)cc1)O2	5	-28
Cc1noc(C)c1NC(=O)N(C)C[C@H]1Oc2ccc(NC(=O)CCCN(C)C)cc2C(=O)N([C@@H](C)CO)C[C@@H]1C	17	-26
C[C@@H]1CCCCO[C@@H](CN(C)C(=O)CCC(F)(F)F)[C@@H](C)CN([C@H](C)CO)C(=O)c2cc(NC(=O)CCC(F)(F)F)ccc2O1	10	-48
C[C@@H]1CN([C@@H](C)CO)C(=O)c2cccc(NC(=O)NC3CCCCC3)c2O[C@H]1CN(C)Cc1ccncc1	1	10
Cc1ccc(S(=O)(=O)N(C)C[C@H]2Oc3c(NC(=O)C4CCOCC4)cccc3C(=O)N([C@@H](C)CO)C[C@@H]2C)cc1	14	0
Cc1ccc(S(=O)(=O)N(C)C[C@@H]2Oc3c(NS(=O)(=O)c4cccs4)cccc3C(=O)N([C@H](C)CO)C[C@@H]2C)cc1	11	6
C[C@@H]1CCCCO[C@@H](CN(C)C(=O)Nc2cccc3ccccc23)[C@@H](C)CN([C@H](C)CO)C(=O)c2cc(NC(=O)c3ccccc3)ccc2O1	-1	-17
COc1ccc(S(=O)(=O)Nc2ccc3c(c2)CC(=O)N([C@@H](C)CO)C[C@H](C)[C@H](CN(C)C(=O)Nc2ccc(F)cc2)O3)cc1	-6	-7
COc1ccc(S(=O)(=O)N(C)C[C@@H]2Oc3ccc(NC(=O)Cc4ccccc4)cc3C(=O)N([C@@H](C)CO)C[C@@H]2C)cc1	1	-3
C[C@H](CO)N1C[C@H](C)[C@H](CN(C)S(=O)(=O)c2ccc(F)cc2)Oc2ccc(NC(=O)NC3CCCCC3)cc2CC1=O	6	13
C[C@H]1CN([C@@H](C)CO)C(=O)c2cc(NC(=O)Nc3ccc4c(c3)OCO4)ccc2O[C@H]1CN(C)C(=O)Nc1ccccc1	0	-5
C[C@H]1CN([C@@H](C)CO)C(=O)Cc2cc(NC(=O)Nc3ccc(C(F)(F)F)cc3)ccc2O[C@@H]1CN(C)S(=O)(=O)c1ccc(F)cc1	0	35
Cc1noc(C)c1NC(=O)N(C)C[C@@H]1Oc2c(NC(=O)Nc3ccc4c(c3)OCO4)cccc2C(=O)N([C@@H](C)CO)C[C@@H]1C	6	-10
C[C@@H]1CCCCO[C@@H](CN(C)C)[C@@H](C)CN([C@H](C)CO)C(=O)c2cc(NC(=O)c3ccncc3)ccc2O1	4	-5
C[C@H](CO)N1C[C@H](C)[C@H](CN(C)Cc2ccc(Oc3ccccc3)cc2)Oc2ccc(NC(=O)Cc3cn(C)c4ccccc34)cc2CC1=O	-23	19
C[C@@H]1CN([C@@H](C)CO)C(=O)Cc2cc(NS(=O)(=O)c3cccs3)ccc2O[C@@H]1CN(C)Cc1ccncc1	11	4
C[C@@H]1CCCCO[C@@H](CN(C)C(=O)c2ccncc2)[C@@H](C)CN([C@H](C)CO)C(=O)c2cc(NC(=O)CCC(F)(F)F)ccc2O1	0	-40
COc1ccc(CN(C)C[C@@H]2Oc3c(NS(=O)(=O)c4ccc(F)cc4)cccc3C(=O)N([C@@H](C)CO)C[C@@H]2C)cc1	2	10
COc1ccc(NC(=O)Nc2ccc3c(c2)CC(=O)N([C@H](C)CO)C[C@H](C)[C@H](CN(C)S(=O)(=O)c2ccc(F)cc2)O3)cc1	7	-1
C[C@@H]1CN([C@H](C)CO)C(=O)c2cc(NC(=O)Nc3cccc4ccccc34)ccc2O[C@H]1CN(C)Cc1ccc(C(=O)Nc2ccccc2N)cc1	-11	22
Cc1ccc(S(=O)(=O)N(C)C[C@H]2OCCCC[C@@H](C)Oc3ccc(N(C)C)cc3C(=O)N([C@H](C)CO)C[C@@H]2C)cc1	0	-2
C[C@H]1CN([C@@H](C)CO)C(=O)c2cccc(NS(=O)(=O)c3ccc(F)cc3)c2O[C@H]1CN(C)C(=O)Nc1ccc(C(F)(F)F)cc1	-10	49
C[C@H](CO)N1C[C@H](C)[C@@H](CN(C)Cc2ccc(C(=O)O)cc2)Oc2c(NC(=O)C3CC3)cccc2C1=O	8	-13
C[C@H](CO)N1C[C@H](C)[C@H](CN(C)C(=O)Nc2cccc3ccccc23)Oc2ccc(NC(=O)C3CCCCC3)cc2C1=O	.	1
COc1ccc(S(=O)(=O)N(C)C[C@H]2OCCCC[C@@H](C)Oc3ccc(NC(=O)NC4CCCCC4)cc3C(=O)N([C@H](C)CO)C[C@@H]2C)cc1	-6	-6
Cc1noc(C)c1NC(=O)N(C)C[C@H]1Oc2ccc(N(C)C)cc2C(=O)N([C@H](C)CO)C[C@H]1C	4	-5
C[C@@H]1CN([C@H](C)CO)C(=O)c2cc(NC(=O)Cc3ccccc3)ccc2O[C@@H]1CN(C)Cc1ccc(C(=O)O)cc1	-1	-16
COc1ccc(S(=O)(=O)Nc2cccc3c2O[C@H](CN(C)C(=O)Nc2ccc4c(c2)OCO4)[C@@H](C)CN([C@@H](C)CO)C3=O)cc1	-6	22
Cc1noc(C)c1NC(=O)Nc1ccc2c(c1)C(=O)N([C@H](C)CO)C[C@H](C)[C@H](CN(C)Cc1ccc(C(F)(F)F)cc1)OCCCC[C@@H](C)O2	4	7
C[C@H](CO)N1C[C@H](C)[C@@H](CN(C)C(=O)Nc2ccc3c(c2)OCO3)Oc2c(NC(=O)c3nc4ccccc4s3)cccc2C1=O	-6	22
CNC[C@H]1Oc2ccc(NC(=O)CCCN(C)C)cc2C(=O)N([C@@H](C)CO)C[C@@H]1C	6	-30

The listing continues.
SMILES	INS-1E ATP HTS	T cruzi HTS
C[C@H]1CN([C@@H](C)CO)C(=O)Cc2cc(NC(=O)CCC(F)(F)F)ccc2O[C@@H]1CN(C)C(=O)Nc1ccc2c(c1)OCO2	5	-10
Cc1ccccc1S(=O)(=O)N(C)C[C@@H]1OCc2cn(nn2)CCCC(=O)N([C@@H](C)CO)C[C@@H]1C	.	4
CNC[C@@H]1Oc2ccc(NC(=O)CCN3CCOCC3)cc2CC(=O)N([C@@H](C)CO)C[C@@H]1C	1	-17
Cc1noc(C)c1S(=O)(=O)N(C)C[C@H]1Oc2c(NC(=O)c3nc4ccccc4s3)cccc2C(=O)N([C@@H](C)CO)C[C@H]1C	-5	11
COc1ccccc1NC(=O)N(C)C[C@H]1OCc2cn(nn2)CCCC(=O)N([C@H](C)CO)C[C@@H]1C	.	-31
Cc1noc(C)c1NC(=O)N(C)C[C@@H]1Oc2c(NS(=O)(=O)c3ccc(F)cc3)cccc2C(=O)N([C@H](C)CO)C[C@H]1C	4	-19
C[C@H](CO)N1C[C@H](C)[C@@H](CN(C)CC2CC2)Oc2c(NC(=O)Nc3cccc4ccccc34)cccc2C1=O	-6	-7

A run of entries of the results above, for reference:
SMILES	INS-1E ATP HTS	T cruzi HTS
CNC[C@H]1Oc2ccc(NC(=O)CCCN(C)C)cc2C(=O)N([C@@H](C)CO)C[C@@H]1C	6	-30
C[C@H]1CN([C@@H](C)CO)C(=O)Cc2cc(NC(=O)CCC(F)(F)F)ccc2O[C@@H]1CN(C)C(=O)Nc1ccc2c(c1)OCO2	5	-10
Cc1ccccc1S(=O)(=O)N(C)C[C@@H]1OCc2cn(nn2)CCCC(=O)N([C@@H](C)CO)C[C@@H]1C	.	4
CNC[C@@H]1Oc2ccc(NC(=O)CCN3CCOCC3)cc2CC(=O)N([C@@H](C)CO)C[C@@H]1C	1	-17
Cc1noc(C)c1S(=O)(=O)N(C)C[C@H]1Oc2c(NC(=O)c3nc4ccccc4s3)cccc2C(=O)N([C@@H](C)CO)C[C@H]1C	-5	11
